# Source: PubChem BioAssay
# Ecoli viability – counter-screen for AddAB inhibitors: E. coli growth inhibition; AID 449728; inhibition, % at 11.9 µM; E. coli V3065 growth, OD600 absorbance, 18 h; actives 0.27% (n = 330,000);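 active means inhibition above the campaign's mean inhibition across all tested compounds plus 3 SD, cut at about 9.9% in these data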;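 further: uninfected addAB+ strain grown without phage in ampicillin broth; 0% = DMSO wells and 100% = ciprofloxacin 0.95 µg/ml wells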
# CAL PDZ FP-1 – inhibitors of human CAL PDZ peptide binding; purified CAL PDZ, TMR-peptide fluorescence polarization, 1 h; inhibition, % at 24.9 µM; actives 0.92% (n = 300,000); AID 602252;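 active means mean inhibition of at least 30% with at least half of replicates also reaching 30%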;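 further: 0% = DMSO neutral control and 100% = excess unlabeled competitor peptide PRC23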
# SR-BI DiI inh – mouse SR-BI HDL lipid transfer inhibition; Q61009; ldlA[mSR-BI] CHO cells, DiI-HDL uptake fluorescence, 3 h; inhibition, % at 12.5 µM; actives 0.96% (n = 320,000); AID 488896;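 active means mean replicate inhibition of at least 70% and a set share of replicates each scoring 70 or more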;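 further: 0% = median of neutral control wells and 100% = median of positive control wells; values of inactives mirror those of a sister screen read the other way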
# Target sequence (Q61009 whole entry, looked up): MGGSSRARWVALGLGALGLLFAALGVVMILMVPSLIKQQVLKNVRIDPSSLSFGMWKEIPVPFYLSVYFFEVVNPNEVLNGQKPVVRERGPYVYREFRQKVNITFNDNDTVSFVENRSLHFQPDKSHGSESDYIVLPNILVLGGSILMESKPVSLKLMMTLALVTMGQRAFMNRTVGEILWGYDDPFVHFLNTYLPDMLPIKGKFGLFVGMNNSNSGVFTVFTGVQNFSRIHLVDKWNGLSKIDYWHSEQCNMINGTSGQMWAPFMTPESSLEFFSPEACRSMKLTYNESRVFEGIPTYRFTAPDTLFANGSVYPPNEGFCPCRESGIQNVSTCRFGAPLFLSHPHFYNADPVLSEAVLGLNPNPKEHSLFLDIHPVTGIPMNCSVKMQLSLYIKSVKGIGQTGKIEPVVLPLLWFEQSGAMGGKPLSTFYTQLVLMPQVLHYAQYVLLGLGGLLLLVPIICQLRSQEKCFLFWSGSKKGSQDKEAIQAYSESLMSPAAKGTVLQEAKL
# phage Ecoli inh – E. coli growth loss with phage present; growth absorbance; actives 0.26% (n = 360,000); AID 651602; inhibition, % at 11.9 µM; in the data active means inhibition above about 11%
# CAL PDZ FP-2 – blocks peptide binding to human CAL PDZ domain. Q9HD26. purified CAL PDZ, TMR-peptide fluorescence polarization, 1 h. inhibition, % at 20 µM. actives 0.02% (n = 330,000). AID 504414;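 active means highest replicate inhibition of at least 40%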;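 further: plate controls were DMSO neutral control wells for no effect and unlabeled competitor peptide control wells for full effect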
#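 Material – purified CerCALP PDZ construct · Detection – FP readout, S and P plane fluorescence · Measure – percent inhibition from loss of millipolarization · Controls – unlabelled peptide for full inhibition, DMSO wells as neutral · Probe or stimulus – TMR-labelled reporter peptide T*-PRC34 bound in PDZ groove · Times – 1 h at RT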
# AddAB inh – less growth of phage-infected E. coli with AddAB. E. coli expressing H. pylori AddAB, absorbance growth. inhibition, % at 11.9 µM. actives 0.29% (n = 330,000). AID 435030; in the data active means inhibition above about 12%;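 further: 0% = vehicle wells of infected cells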
# SR-BI DiI-HDL act – activators of SR-BI mediated HDL lipid uptake; actives 0.096% (n = 320,000); CHO ldlA[mSR-BI] cells, DiI-HDL uptake fluorescence, 3 h; 100 = double the neutral-control signal; activation, % at 12.5 µM;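 active means mean replicate activation of at least 60% and every replicate at or above 60%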;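 further: 0% = median plate neutral-control signal and 100% = twice that signal; values of inactives mirror those of a sister screen read the other way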
#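 Material: SR-BI-overexpressing, LDLR-lacking CHO cells; schedule: compound exposure 3 h, 37 °C; reagent: DiI-labelled HDL at 10 µg/mL final; technique: bottom-read fluorescence, 550/595 nm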
# Tat transport – E. coli Tat transport inhibition | E. coli MC4100 TorA-mCherry Tat export, fluorescence | inhibition, % at 10 µM | actives 0.036% (n = 340,000) | AID 488895;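 active means mean replicate inhibition at least 50% and at least half of replicates individually reaching 50%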;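 further: exported cargo escapes ClpAP degradation while cytoplasmic cargo is degraded and loses fluorescence; 0% = median of neutral control wells and 100% = median of NaSCN control wells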
# MITF TRPM1 HTS – activators of MITF-driven TRPM1 promoter activity in SK-MEL-5 cells | SK-MEL-5 TRPM1-promoter luciferase, 24 h; % of positive control, neutral wells = 0 | activation, % at 12.5 µM | actives 0.75% (n = 300,000) | AID 588334;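 active means mean activation of at least 80% with every replicate also reaching 80%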;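 further: 0% = neutral control wells and 100% = parthenolide positive control wells; values of inactives mirror those of a sister screen read the other way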
# Wnt act – activates Wnt/beta-catenin signaling in a reporter cell assay. activator, plate reader. activation, % at 9.35 µM. actives 1.2% (n = 300,000). AID 743398; in the data active means activation above about 30%, passing the limit was not always enough;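 further: 0% = neutral control wells and 100% = positive control wells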
# * = called active by the depositor; nt = not tested or not shown. Rows are unselected; overall some 3.6% were active at least once.
Compound	Ecoli viability	CAL PDZ FP-1	SR-BI DiI inh	phage Ecoli inh	CAL PDZ FP-2	AddAB inh	SR-BI DiI-HDL act	Tat transport	MITF TRPM1 HTS	Wnt act
O=C(O)Cc1sc(-c2ccc(Cl)cc2)nc1-c1ccccc1	0.6	54.3*	-16.3	3.5	-1.2	0.8	16.3	-9.7	5.2	nt
CC(=O)N1CCN(c2cccc(C)c2C)CC1	3.9	-1.4	-6.4	1.6	-1.1	1.6	6.4	-5.8	-4.3	nt
O=C(O)C12CC3CC(C1)CC(n1ncc(N4CCN(c5ccccc5)CC4)c(Cl)c1=O)(C3)C2	-1.3	-2.2	4.4	2.0	-0.9	2.2	-4.4	-7.0	1.3	nt
CCCn1c(C)cc(/C=C(\C#N)C(=O)OCC(=O)N(CC)c2c(N)n(Cc3ccccc3)c(=O)[nH]c2=O)c1C	nt	-1.1	5.6	3.8	-1.2	nt	-5.6	-2.0	7.0	0.9
CCCc1nc(SCC(=O)N2CCCC2)c2c(=O)n(C)c(=O)n(C)c2n1	0.5	-5.1	-26.8	1.4	-0.1	4.4	26.8	-3.7	-1.2	4.3
O=C(O)c1nn(-c2cccc(C(F)(F)F)c2)ccc1=O	1.0	13.7	-17.0	0.4	-0.8	1.7	17.0	10.7	6.5	-0.7
O=C(O)CCCN1C(=O)/C(=C\c2ccco2)SC1=S	nt	-2.6	-14.8	4.0	-1.3	nt	14.8	-1.0	-18.5	-0.3
CC(=O)c1ccc(OC(C)C)c(Cc2c(O)nc(N)[nH]c2=O)c1	-1.6	-1.2	-11.4	4.4	-0.2	3.4	11.4	7.4	-0.4	-2.1
CC(C)CNC(=O)c1cc([N+](=O)[O-])ccc1N1CCOCC1	-3.1	3.2	-3.6	3.3	-0.2	-0.6	3.6	7.1	9.5	-1.8
O=c1cc(CO)oc2ccccc12	-0.3	-0.8	0.5	1.8	-2.1	-1.6	-0.5	-44.6	-2.8	1.8
CC(=O)N1CCN(C(=O)c2cccc(S(=O)(=O)N3CCN(c4ccc(F)cc4)CC3)c2)CC1	-1.0	nt	-6.5	3.0	-0.4	2.5	6.5	-2.7	-3.5	-2.5
Cn1cnnc1SCc1ccccc1[N+](=O)[O-]	0.7	4.6	-11.0	1.8	0.4	1.0	11.0	-1.5	nt	-0.2
O=C(CCS(=O)(=O)Cc1ccccc1)NCc1ccco1	1.1	-1.2	-1.5	-3.9	-1.9	0.6	1.5	-6.1	0.6	nt
CCc1sc(-c2ccccc2)nc1C(=O)OC	0.1	-4.1	7.1	0.8	-1.5	2.5	-7.1	-1.3	16.9	2.7
CN1CCN(C(=O)c2ccc(CS(=O)(=O)c3c(Cl)cccc3Cl)o2)CC1	0.1	-4.0	5.1	3.2	-2.0	3.6	-5.1	-7.6	1.7	-7.0
CC1=NN(C(=O)CSCc2ccccc2)C(O)(c2ccc(F)cc2)C1 (centres undefined)	0.9	8.8	-0.3	4.1	-0.5	-0.9	0.3	-10.0	6.2	1.0
COc1ccc(-c2nc3ccc(C(=O)NCCCN4CCOCC4)cc3nc2-c2ccc(OC)cc2)cc1	-1.6	6.0	59.6	-0.3	-4.4	0.9	-59.6	0.8	15.2	-1.9
C[C@H](CO)N1C[C@H](C)[C@@H](CN(C)Cc2ccc(Cl)c(Cl)c2)Oc2c(NC(=O)Cc3ccccc3)cccc2C1=O	-2.4	-1.1	33.1	0.8	-0.8	-0.4	-33.1	1.3	-5.5	-8.2
COc1cc(C=NNC(=O)c2ccccc2-n2cccc2)ccc1O	1.0	1.7	13.9	-0.6	-0.7	2.0	-13.9	1.1	-12.6	9.7
Nc1nc2ccccc2n1/N=C/c1ccc2c(c1)OCO2	-1.0	nt	nt	-1.0	nt	1.8	nt	nt	nt	29.0

# (further entries)
# Results follow in this order: Ecoli viability | CAL PDZ FP-1 | SR-BI DiI inh | phage Ecoli inh | CAL PDZ FP-2 | AddAB inh | SR-BI DiI-HDL act | Tat transport | MITF TRPM1 HTS | Wnt act
O=S(=O)(c1ccc2c(c1)OCCO2)N1CCC(c2nc3ccc(Cl)cc3[nH]2)CC1
 : 2.7 | nt | 2.4 | 4.5 | -1.8 | 2.2 | -2.4 | 5.2 | -21.9 | nt
Cc1cc(-c2ccccc2)c(C#N)c(SCC(N)=O)n1
 : -2.8 | -4.7 | -26.3 | 2.1 | -1.2 | 3.2 | 26.3 | 18.7 | nt | -2.4
CCC(OC(=O)c1nsc(Cl)c1Cl)C(=O)NCCOC (centres undefined)
 : 2.1 | nt | 11.7 | 2.5 | -3.7 | 5.4 | -11.7 | -3.6 | -3.1 | -2.9
CN(C)S(=O)(=O)c1ccc(NS(=O)(=O)/C=C/c2ccccc2)cc1
 : -1.2 | -3.2 | -2.9 | 2.8 | -0.7 | 3.8 | 2.9 | -1.2 | nt | nt
O=C(NCCCNC(=O)c1ccco1)c1ccco1
 : 1.4 | 0.8 | -4.7 | -0.5 | -0.6 | 1.8 | 4.7 | -4.7 | -2.8 | -6.7
CSC1=NC(C)(C)C=C(/C=C/c2c(Cl)cccc2Cl)N1
 : 0.3 | -0.1 | -19.7 | 2.3 | -0.8 | 0.5 | 19.7 | 3.6 | 1.4 | 0.3
CCOC(=O)C1=C(C)N=C2SCCC(=O)N2[C@@H]1c1cccs1
 : -0.2 | nt | -291.8 | -1.0 | -2.5 | 1.9 | 291.8* | -1.3 | nt | -0.7
COc1cc(-c2nnc(COC(=O)C3c4ccccc4Oc4ccccc43)o2)cc(OC)c1OC
 : -1.5 | 1.6 | 6.6 | 1.7 | -1.4 | -1.5 | -6.6 | 2.2 | 12.6 | nt
CCCS(=O)(=O)c1ncc(Cl)c(C(=O)Nc2ccc(S(=O)(=O)Nc3ncccn3)cc2)n1
 : -1.1 | -12.3 | -32.6 | -1.2 | -5.2 | 0.5 | 32.6 | 2.3 | -5.5 | -0.6
COc1ccccc1C(=O)NCCC(=O)N1CCN(c2ccccc2O)CC1
 : 1.9 | -2.2 | -5.2 | 0.2 | -2.7 | -2.0 | 5.2 | 1.0 | 0.5 | -5.3
CC(=O)Nc1ccc(NC(=O)c2cc(S(=O)(=O)N3CCCCC3)ccc2N2CCOCC2)cc1
 : nt | nt | -22.7 | 4.4 | -1.0 | nt | 22.7 | -2.2 | 13.2 | -1.2
COc1ccc(S(=O)(=O)N2CCOCC2)cc1OC
 : 0.5 | 3.2 | -11.8 | 4.5 | -0.5 | 2.0 | 11.8 | -5.2 | -6.6 | 0.4
Cc1cc(C(=O)COC(=O)Cc2n[nH]c(=O)c3ccccc23)c(C)n1-c1cccc(C(F)(F)F)c1
 : 0.4 | -4.6 | 59.8 | 2.5 | 0.1 | 1.1 | -59.8 | 12.5 | 5.8 | nt
CCOc1ccc2nc3sc(C(=O)N4CCN(C)CC4)c(N)c3cc2c1
 : -3.4 | -0.5 | 32.0 | 3.6 | 1.1 | 0.7 | -32.1 | 8.3 | 77.2 | 5.1
CC(C)(C)OC(=O)N1CCC(c2cc(=O)n3[nH]cc(C(=O)Nc4ccc(F)c(Cl)c4)c3n2)CC1
 : 1.6 | -1.3 | nt | 0.3 | -2.6 | 3.0 | nt | 9.0 | -4.7 | 2.2

# Structures above with two or more sulfur atoms, in the order listed:
# Results follow in this order: Ecoli viability | CAL PDZ FP-1 | SR-BI DiI inh | phage Ecoli inh | CAL PDZ FP-2 | AddAB inh | SR-BI DiI-HDL act | Tat transport | MITF TRPM1 HTS | Wnt act
O=C(O)CCCN1C(=O)/C(=C\c2ccco2)SC1=S
 : nt | -2.6 | -14.8 | 4.0 | -1.3 | nt | 14.8 | -1.0 | -18.5 | -0.3
CN(C)S(=O)(=O)c1ccc(NS(=O)(=O)/C=C/c2ccccc2)cc1
 : -1.2 | -3.2 | -2.9 | 2.8 | -0.7 | 3.8 | 2.9 | -1.2 | nt | nt
CCOC(=O)C1=C(C)N=C2SCCC(=O)N2[C@@H]1c1cccs1
 : -0.2 | nt | -291.8 | -1.0 | -2.5 | 1.9 | 291.8* | -1.3 | nt | -0.7
CCCS(=O)(=O)c1ncc(Cl)c(C(=O)Nc2ccc(S(=O)(=O)Nc3ncccn3)cc2)n1
 : -1.1 | -12.3 | -32.6 | -1.2 | -5.2 | 0.5 | 32.6 | 2.3 | -5.5 | -0.6

# The list goes on:
# Results follow in this order: Ecoli viability | CAL PDZ FP-1 | SR-BI DiI inh | phage Ecoli inh | CAL PDZ FP-2 | AddAB inh | SR-BI DiI-HDL act | Tat transport | MITF TRPM1 HTS | Wnt act
COC(=O)c1cc2ccsc2n1CC(=O)N(C)C1CCCCC1
 : 2.6 | -1.4 | -1.1 | 0.1 | -1.0 | 1.1 | 1.1 | 0.8 | -16.4 | nt
O=C(C1CCC(=O)N1Cc1ccccc1Cl)N1CCN(c2ccc(F)cc2)CC1 (centres undefined)
 : -3.5 | -3.5 | -12.4 | 1.0 | -0.6 | -0.3 | nt | -3.9 | 0.0 | nt
CC(C)c1ccc(-c2cc(C(=O)N3N=C(C(F)F)CC3(O)C(F)F)c3ccccc3n2)cc1 (centres undefined)
 : 4.2 | -2.8 | 27.5 | 2.9 | nt | 0.7 | -27.5 | 11.4 | 27.2 | nt
Cc1c(CN(C)C(=O)c2sc3cc(Cl)ccc3c2Cl)cnn1C
 : -1.0 | -1.7 | 29.7 | 2.1 | -3.3 | 2.2 | -29.7 | 3.8 | nt | nt
O=C(Cn1cnc2ccccc2c1=O)Nc1cccc(-c2nnc3n2CCCCC3)c1
 : -1.9 | -5.1 | -3.5 | 1.8 | -1.3 | 3.9 | 3.5 | -5.4 | 9.1 | nt
O=c1oc2cc(OCCO)ccc2c2c1CCCC2
 : 2.2 | 4.3 | 8.7 | -0.2 | -2.2 | 3.3 | -8.7 | 0.5 | nt | 0.0
COc1ccc2c(c1)N(C[C@H](C)CN(C)C)c1ccccc1S2
 : nt | 0.5 | 20.0 | 3.0 | 0.7 | nt | -20.0 | -5.1 | 1.0 | 2.7
COC(=O)CN1C(=O)NC2(CCCc3ccccc32)C1=O (centres undefined)
 : 1.0 | -1.8 | -47.1 | -1.5 | -0.2 | 2.8 | 47.1 | 1.6 | 4.5 | 0.5
CC(=O)c1c(C)nc(-c2ccc(Cl)cc2)nc1NC(=O)C(C)C
 : -2.0 | -7.2 | 33.1 | 0.5 | -5.6 | 1.2 | -33.1 | 1.8 | nt | 4.0
